Screens from PubChem BioAssay.
S-ASM inh = inhibitors of human secretory acid sphingomyelinase. placental ASM, HMU-PC fluorogenic substrate, 60 min. P17405. Potency, µM (doses to about 57.5 µM), for inactives: at the highest dose activity change, negative = inhibition, actives largely listed as inhibitors. 340,000 compounds, 0.006% hits; further: potency means the concentration at half of the fitted maximal effect
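HMU-PC0 cleavage (9 uM final) by human placental ASM, 60 min at 37 °C following 10 min compound exposure at RT; stopped at pH 10, fluorescence Ex 386/Em 447 nm.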
TCR act = activators of T cell receptors; primary human leukocytes, anti-CD3, IL-2 HTRF, 48 h; Potency, µM (highest dose often 9.22 µM), without a hit: at the top dose activation of IL-2 secretion, usual class: activators; 330,000 tested, under 10 active; AID 504894; further: % of control where 0% means no effect
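HTRF read-out of IL-2 secretion: europium cryptate donor excited at 320nm, d2 acceptor emission at 665nm. Cells were primary human leukocytes incubated 48 hr with compounds and a-CD3 beads, supplying TCR signal only.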
TSG101-PTAP inh = blocks PTAP/TSG101 interaction to inhibit HIV-1 budding; AID 493005; 340,000 tested, under 10 active; Potency, µM (doses to about 115 µM), without a hit: top-dose activity change, negative = inhibition, usual class: inhibitors; Fluorescence polarization, FITC-PTAP peptide / Tsg101 binding; active means well fitted inhibition curve with a large enough effect in the main read-out, with a control signal flat, not every such curve was filed as active; inconclusive means small, poorly fitted or top-dose-only effect, or effect the other way, or a change in a side signal; inactive means no such curve, though single readings can be large or run the other way; further: potency means the concentration at half of the fitted maximal effect; % of control where 0% means no effect
Target sequence (Q99816 whole entry, looked up): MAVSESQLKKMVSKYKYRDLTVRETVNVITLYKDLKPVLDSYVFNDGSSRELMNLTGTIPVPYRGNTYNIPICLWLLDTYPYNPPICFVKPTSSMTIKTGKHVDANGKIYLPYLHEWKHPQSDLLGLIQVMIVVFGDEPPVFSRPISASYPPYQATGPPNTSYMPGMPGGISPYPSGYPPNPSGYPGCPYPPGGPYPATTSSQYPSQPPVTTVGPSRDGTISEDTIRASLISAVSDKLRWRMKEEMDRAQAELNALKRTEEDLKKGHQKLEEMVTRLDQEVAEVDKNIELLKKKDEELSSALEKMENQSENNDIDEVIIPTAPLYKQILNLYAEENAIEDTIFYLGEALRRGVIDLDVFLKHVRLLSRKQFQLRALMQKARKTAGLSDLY
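Tsg101 binding domain (10 uM final) was mixed with compound and a FITC-labeled PTAP peptide (50 nM final) in HEPES pH 7.5 buffer with NaCl, Tween 20, EDTA and TCEP; fluorescence polarization was read after 20 min at r.t.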
Menin MLL FP TR = displaces Texas Red mutant MLL peptide from human menin | Menin + Texas Red MLL mutant peptide, fluorescence polarization | Potency, µM (doses to about 61.6 µM), inactives show at the top dose FP activity change, negative = inhibition, most hits filed as inhibitors | 270,000 compounds, 0.23% hits | AID 1768; active means well fitted inhibition curve with a large enough effect in the polarisation, with a control signal flat, not every such curve was filed as active; inconclusive means small, poorly fitted or top-dose-only effect, or effect the other way, or a change in a side signal; inactive means no such curve, though single readings can be large or run the other way; the % refers to the polarisation; further: potency means the concentration at half of the fitted maximal effect; % of control where 0% means no effect; many of its hits are not listed in these tables
Integrin act MD = integrin-mediated muscular dystrophy alleviation activation. alpha7betagal myoblasts, beta-gal FDG fluorescence, 48 h. Potency, µM (series often up to 38.3 µM), inactives show top-dose activation, most hits filed as activators. 350,000 compounds, 0.064% hits. AID 624291;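 further: potency means the concentration at half of the fitted maximal effect; 100% = response of the positive control SU9516; nearly all actives have a fitted effect of over 60% in size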
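Alpha7betagal+/- myoblasts (passage 13) were plated 16-24 hr, then exposed to compounds (1:260 dilution of DMSO stock) for 48 hours at 37C. After MPER lysis, β-galactosidase reporter activity was read as FDG fluorescence (ex 480/em 540) after 30 minutes.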
TSHR antag = antagonists of human thyroid stimulating hormone receptor. TSHR-expressing cells, TSH-stimulated cAMP HTRF, 2 h; active compounds read low. 330,000 compounds, 0.2% hits. activity change, negative = inhibition, % at 11.5 µM;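 active means activity change below a set negative limit, meaning inhibition stronger than a set level, cut at about -70% in these data; inconclusive means activity change between two set negative limits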; further: on the % scale 0 is the no-effect control and ±100 the full control effect
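Inhibition of cAMP made by TSHR-expressing cells under TSH stimulation (4nM final, EC80; 2 h, 37 deg C) is quantified with a one-step lysis HTRF kit, anti-cAMP cryptate versus cAMP-d2.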
Mito fusion act = mitochondrial division inhibition or fusion activation | S. cerevisiae fusion-defective mutant growth rescue, CellTiterGlo 48 h | Potency, µM (highest dose often 46.1 µM), for the others: at the top dose growth rescue (activation), actives largely listed as activators | 320,000 compounds, 0.23% hits | AID 485298;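 further: potency means the concentration at half of the fitted maximal effect; % of control where 0% means no effect; nearly all actives have a fitted effect of over 45% in size; temperature-sensitive fusion mutants such as fzo1-1 at 37 °C on non-fermentable ethanol glycerol medium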
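Read-out: ATP-based luminescence (CellTiterGlo, 10 min ambient) reporting growth of fusion-defective ts yeast after 48 hours at 37C on glycerol/ethanol YPEG medium in the presence of compound.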
MBNL1 CUG block = inhibitors of human MBNL1 binding to CUG repeat RNA; Q9NR56; TR-FRET MBNL1-His/biotin-(CUG)12 binding, 665/545 ratio; Potency, µM (doses to about 57.5 µM), inactives show at the highest dose activity change, negative = inhibition, actives largely listed as inhibitors; 280,000 compounds, 0.036% hits; AID 2675; active means well fitted inhibition curve with a large enough effect in the signal ratio, with a control signal flat, not every such curve was filed as active; inconclusive means small, poorly fitted or top-dose-only effect, or effect the other way, or a change in a side signal; inactive means no such curve, though single readings can be large or run the other way; the % refers to the signal ratio; further: potency means the concentration at half of the fitted maximal effect; on the % scale 0 is the no-effect control and ±100 the full control effect
Target sequence (Q9NR56 whole entry, looked up): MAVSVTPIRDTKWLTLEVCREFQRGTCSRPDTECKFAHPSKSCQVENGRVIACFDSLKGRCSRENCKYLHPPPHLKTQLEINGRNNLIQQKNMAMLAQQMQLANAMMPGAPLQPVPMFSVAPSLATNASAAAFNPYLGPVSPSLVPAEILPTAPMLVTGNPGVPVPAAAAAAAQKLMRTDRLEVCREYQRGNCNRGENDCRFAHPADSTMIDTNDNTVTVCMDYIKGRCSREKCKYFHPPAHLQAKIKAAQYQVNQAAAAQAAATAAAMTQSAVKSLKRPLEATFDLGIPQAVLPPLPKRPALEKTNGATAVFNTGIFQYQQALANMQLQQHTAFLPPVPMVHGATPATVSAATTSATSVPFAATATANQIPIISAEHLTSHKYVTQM
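MBNL1-His + Biotin-(CUG)12, cpd titration 92 nM–58 uM; Tb anti-His Ab 0.055 ng/ul, SA-XL665 5 nM (final); 60 min RT; ratiometric 665/545 nm, Ex 340 nm; normalized to buffer and full-complex controls.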
CXXC DNA block = MLL CXXC-DNA interaction inhibition | MLL-CXXC / FITC-HOXA9 DNA fluorescence polarization | AID 2662 | Potency, µM (highest dose often 115 µM), for inactives: at the top dose activity change, negative = inhibition, most hits filed as inhibitors | 290,000 compounds, 0.037% hits; active means well fitted inhibition curve with a large enough effect in the polarisation, with a control signal flat, not every such curve was filed as active; inconclusive means small, poorly fitted or top-dose-only effect, or effect the other way, or a change in a side signal; inactive means no such curve, though single readings can be large or run the other way; the % refers to the polarisation; further: potency means the concentration at half of the fitted maximal effect
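Purified MLL-CXXC (added from a 7 uM solution) was preincubated 5 min at ambient with pinned compounds in 50 mM Tris-HCl pH 7.5, 50 mM NaCl, 1 mM DTT, 0.05% BSA. Fluorescein-labeled HOX-A9 DNA (50 nM solution) followed, 30 min, then polarization read.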
AT treatment = candidate therapy for ataxia-telangiectasia | 320,000 compounds, 0.19% hits | […] A-T fibroblasts, KAP-1 phosphorylation AlphaLISA; neocarzinostatin DNA damage 30 min before lysis | Potency, µM (doses to about 57.5 µM), for inactives: at the top dose activation, most hits filed as activators | AID 485349; further: potency means the concentration at half of the fitted maximal effect; % of control where 0% means no effect; nearly all actives have a fitted effect of over 45% in size
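hTERT-immortalized A-T patient fibroblasts ([…]), 500 cells/well in OPTI-MEM, 1% FBS, got compounds for 60 min, then NCS for 30 min at 37C. Lysates were then assayed for phospho-KAP-1 by AlphaLISA (anti-pKAP1 donor, anti-KAP1 acceptor beads), 6 hr at 25C.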
Numbers without * were called inactive; [ ] = remark or other dose. Unless noted, the call rests on the fitted dose curve; in most records, active means well fitted curve in the direction sought with a large enough effect; inconclusive means small, poorly fitted or top-dose-only effect, or another doubt; inactive means no such curve, though single readings can be large; an effect the other way counts as inactive or inconclusive.

How did O=C(N/N=C/c1ccoc1)c1ccc(Cl)cc1Cl do in these assays?
S-ASM inh: -1%; TCR act: -43%; TSG101-PTAP inh: -5%; Menin MLL FP TR: -4%; Integrin act MD: inconclusive; TSHR antag: -19; Mito fusion act: -3%; MBNL1 CUG block: 0%; CXXC DNA block: 73%[activator]; AT treatment: 2%

What do the screens show for `COc1cc(/C=N/NC(=O)c2ccc3nc[nH]c3c2)cc(OC)c1OC`?
S-ASM inh: -5%; TCR act: 0%; TSG101-PTAP inh: -2%; Integrin act MD: 0%; TSHR antag: -1; Mito fusion act: 4%; MBNL1 CUG block: 8%; CXXC DNA block: 3%; AT treatment: -9%

How did Cn1c(SCC(=O)Nc2ccc3c(c2)oc2ccccc23)nnc1-c1ccccc1 do in these assays?
S-ASM inh: -2%; TCR act: 1%; TSG101-PTAP inh: -14%; Menin MLL FP TR: 3%; Integrin act MD: -8%; TSHR antag: -6; Mito fusion act: 1%; MBNL1 CUG block: inconclusive; CXXC DNA block: 22%; AT treatment: -2%

Results for COc1ccc2oc(-c3ccc(C)c(NC(=O)c4ccc(N5CCOCC5)c([N+](=O)[O-])c4)c3)nc2c1 ?
S-ASM inh: -5%; TCR act: -4%; TSG101-PTAP inh: -5%; Menin MLL FP TR: 10%; Integrin act MD: -10%; TSHR antag: -4; Mito fusion act: -1%; MBNL1 CUG block: -9%; CXXC DNA block: -7%; AT treatment: 0%

What do the screens show for `COCCNC(=O)COc1coc(CN2CCN(Cc3ccccc3)CC2)cc1=O`?
S-ASM inh: 0%; TCR act: -2%; TSG101-PTAP inh: -1%; Integrin act MD: -16%; TSHR antag: 9; Mito fusion act: 1%; MBNL1 CUG block: -4%; CXXC DNA block: 0%; AT treatment: 0%

How did CC[C@@]1(C(=O)OC)N[C@H](CN(C)C(=O)NC(C)C)[C@@H]2C(=O)N(Cc3ccccc3)C(=O)[C@@H]21 do in these assays?
S-ASM inh: 0%; TCR act: -9%; TSG101-PTAP inh: -3%; Integrin act MD: -11%; TSHR antag: 12; AT treatment: 3%

How did CCN(CC)C(=O)c1[nH]cnc1C(=O)N[C@@H](CCCCNC(=O)OC(C)(C)C)C(=O)OC(C)(C)C do in these assays?
S-ASM inh: -5%; TCR act: 2%; TSG101-PTAP inh: -1%; Menin MLL FP TR: -12%; Integrin act MD: 0%; TSHR antag: 5; Mito fusion act: 0%; MBNL1 CUG block: -1%; CXXC DNA block: 6%; AT treatment: -2%

How did CCNc1nc(-c2ccc(Cl)cc2)cs1 do in these assays?
S-ASM inh: 0%; TCR act: 8%; TSG101-PTAP inh: -9%; Menin MLL FP TR: inconclusive; Integrin act MD: 25%; TSHR antag: 15; Mito fusion act: -8%; MBNL1 CUG block: 5%; CXXC DNA block: 9%; AT treatment: 19%

Results for CCOC(=O)C1CCCN(C(=O)c2ccccc2NS(=O)(=O)c2ccc(F)cc2)C1 (stereo not drawn) ?
S-ASM inh: 0%; TCR act: -7%; TSG101-PTAP inh: -7%; Integrin act MD: 14%; TSHR antag: 3; AT treatment: -2%

What do the screens show for `CCCCC(O)(CCCC)C(=O)NN(C(=O)c1cccnc1Cl)c1ccccc1`?
S-ASM inh: 16%; TCR act: -1%; TSG101-PTAP inh: 0%; Integrin act MD: -1%; TSHR antag: -9; Mito fusion act: 2%; MBNL1 CUG block: -9%; CXXC DNA block: -7%; AT treatment: -3%

What do the screens show for `COc1ncnc2sc(-c3ccccc3)cc12`?
S-ASM inh: -1%; TCR act: 4%; TSG101-PTAP inh: -11%; Menin MLL FP TR: -7%; Integrin act MD: 9%; TSHR antag: -7; Mito fusion act: 4%; MBNL1 CUG block: 8%; CXXC DNA block: 5%; AT treatment: -2%

How did CCOc1ccc(CN(CCO)CCO)cc1[N+](=O)[O-] do in these assays?
S-ASM inh: 3%; TCR act: 4%; TSG101-PTAP inh: -1%; Menin MLL FP TR: -19%; Integrin act MD: 32%; TSHR antag: 9; Mito fusion act: -1%; MBNL1 CUG block: 17%; CXXC DNA block: 2%; AT treatment: 3%

Results for O=C(C1CCN(S(=O)(=O)c2cccc3nsnc23)CC1)N1CCCCC1 ?
S-ASM inh: 0%; TCR act: 2%; TSG101-PTAP inh: 1%; Integrin act MD: 26%; TSHR antag: -6; Mito fusion act: 1%; MBNL1 CUG block: inconclusive; CXXC DNA block: 9%; AT treatment: -17%

What do the screens show for `COc1ccc(S(=O)(=O)N2CCNC(=O)C2)cc1Br`?
S-ASM inh: -1%; TCR act: -31%; TSG101-PTAP inh: -2%; Menin MLL FP TR: 12%; Integrin act MD: -10%; TSHR antag: 6; Mito fusion act: 2%; MBNL1 CUG block: -4%; CXXC DNA block: -2%; AT treatment: -1%

How did Cc1c(Cl)cccc1NS(=O)(=O)c1ccccc1 do in these assays?
S-ASM inh: 2%; TCR act: -3%; TSG101-PTAP inh: -3%; Integrin act MD: inconclusive

How did O=c1[nH]c(CN2CCN(CCO)CC2)nc2ccccc12 do in these assays?
S-ASM inh: 0%; TCR act: -2%[46.1 µM]; TSG101-PTAP inh: -2%; Menin MLL FP TR: -20%; Integrin act MD: -1%; TSHR antag: -6; Mito fusion act: -4%; MBNL1 CUG block: -5%; CXXC DNA block: 1%; AT treatment: 3%

How did Cc1cc(Nc2cc(F)ccc2C)n2ncnc2n1 do in these assays?
S-ASM inh: 0%; TCR act: 3%; TSG101-PTAP inh: -2%; Menin MLL FP TR: -16%; Integrin act MD: 2%; TSHR antag: 8; Mito fusion act: -1%; MBNL1 CUG block: 2%; CXXC DNA block: 1%; AT treatment: 14%

What do the screens show for `CCCc1nc(SCC(=O)N2CCc3ccccc32)c2c(=O)n(C)c(=O)n(C)c2n1`?
Menin MLL FP TR: -6%; TSHR antag: 6; Mito fusion act: -3%; MBNL1 CUG block: -5%; CXXC DNA block: -1%; AT treatment: 2%

Results for CC(NC(=O)c1cccnc1)C(c1cccs1)N1CCOCC1 (stereo not drawn) ?
S-ASM inh: 3%; TCR act: 2%[46.1 µM]; TSG101-PTAP inh: -1%; Menin MLL FP TR: -4%; Integrin act MD: 9%; TSHR antag: 6; Mito fusion act: -3%; MBNL1 CUG block: -7%; CXXC DNA block: -8%; AT treatment: 1%

What do the screens show for `O=C(N/N=C/c1ccccn1)c1cc(Br)ccc1O`?
S-ASM inh: -1%; TCR act: 0%; TSG101-PTAP inh: 1%; Menin MLL FP TR: inconclusive; Integrin act MD: inconclusive; TSHR antag: 10; Mito fusion act: -2%; MBNL1 CUG block: 2%; CXXC DNA block: inconclusive; AT treatment: 23%

Results for CN1CCN(CCCNC(=O)c2ccc3c(c2)N(Cc2ccccc2)CCS3)CC1 ?
S-ASM inh: 375%[activator]; TCR act: 0%; TSG101-PTAP inh: -5%; Menin MLL FP TR: -11%; Integrin act MD: 6%; TSHR antag: 24; Mito fusion act: 0%; MBNL1 CUG block: 28%; CXXC DNA block: 3%; AT treatment: 4%

What do the screens show for `COC(=O)c1ccccc1NC(=S)NC(=O)C1CC1`?
S-ASM inh: 0%; TSG101-PTAP inh: -9%; Menin MLL FP TR: 3%; Integrin act MD: -4%; TSHR antag: -9; Mito fusion act: -3%; MBNL1 CUG block: -8%; CXXC DNA block: 2%

What do the screens show for `CC(=O)N1CCN(c2ccc(NC(=O)c3ccc4c(c3)OCO4)cc2)CC1`?
S-ASM inh: -2%; TCR act: 1%; TSG101-PTAP inh: -1%; Menin MLL FP TR: 10%; Integrin act MD: 20%; TSHR antag: -3; Mito fusion act: -13%; MBNL1 CUG block: 0%; CXXC DNA block: -1%; AT treatment: 5%

What do the screens show for `COc1ccc(OC)c(CN2CCN(S(=O)(=O)c3ccccc3)CC2)c1`?
S-ASM inh: -3%; TCR act: -82%; TSG101-PTAP inh: 2%; Integrin act MD: -15%; Mito fusion act: 0%

Results for COc1ccc(N2CC(C(=O)N[C@H](C(=O)NC(C)c3ccccc3)C(C)C)CC2=O)cc1 (stereo partly drawn) ?
S-ASM inh: -3%; TCR act: 4%; TSG101-PTAP inh: 0%; Integrin act MD: 3%; TSHR antag: -4; Mito fusion act: -5%; MBNL1 CUG block: 0%; CXXC DNA block: -7%; AT treatment: -1%

Results for CCOc1nc(-c2ccc(C)cc2)ccc1-c1noc(-c2cccnc2)n1 ?
Menin MLL FP TR: 14%; TSHR antag: 0; Mito fusion act: 0%; MBNL1 CUG block: 9%; CXXC DNA block: 5%; AT treatment: -1%

Some of the compounds tested; rates above refer to the full screens.
